# Screening results (PubChem BioAssay)
# GPR151 activ – activators of human GPR151; PathHunter beta-arrestin GPR151 cells, luminescence; activation, % at 11.2 µM; Q8TDV0; 650,000 compounds, 1% hits; in the data active = activation above about 4.9%;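 note: 0% = median of compound wells and 100% = cells with positive control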
# FBW7 activator – activators of human E3 ligase FBW7 | 650,000 compounds, 0.13% hits | AID 1259310 | normalized activity (activation), % at 26.1 µM | AlphaScreen FBW7–phospho-cyclin E peptide binding, activator screen; in the data active = normalized activity above about 1.9%;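 note: purified mutant Fbw7 with reduced substrate affinity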
# Target sequence (Q969H0 whole entry, looked up): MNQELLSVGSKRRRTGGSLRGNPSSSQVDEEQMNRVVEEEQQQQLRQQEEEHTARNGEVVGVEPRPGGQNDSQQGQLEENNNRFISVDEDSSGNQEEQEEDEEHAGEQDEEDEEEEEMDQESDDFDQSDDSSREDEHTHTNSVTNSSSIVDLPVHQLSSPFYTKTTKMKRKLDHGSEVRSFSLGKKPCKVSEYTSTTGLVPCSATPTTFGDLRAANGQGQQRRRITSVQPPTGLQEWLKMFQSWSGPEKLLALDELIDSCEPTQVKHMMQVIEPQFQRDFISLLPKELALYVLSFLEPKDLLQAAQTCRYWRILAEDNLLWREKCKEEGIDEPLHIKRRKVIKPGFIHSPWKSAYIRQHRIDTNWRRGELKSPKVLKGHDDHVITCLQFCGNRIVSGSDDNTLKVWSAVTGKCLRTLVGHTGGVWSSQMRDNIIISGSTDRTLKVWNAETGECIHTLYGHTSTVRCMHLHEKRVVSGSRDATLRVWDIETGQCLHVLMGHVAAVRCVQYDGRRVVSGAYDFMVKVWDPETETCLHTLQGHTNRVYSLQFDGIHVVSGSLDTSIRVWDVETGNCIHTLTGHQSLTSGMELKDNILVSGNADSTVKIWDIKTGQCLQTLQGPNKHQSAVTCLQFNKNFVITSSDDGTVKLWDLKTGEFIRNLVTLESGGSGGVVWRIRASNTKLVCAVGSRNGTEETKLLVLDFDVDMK
# TEAD-YAP inh – TEAD-YAP interaction inhibition; HEK-TIYL cells, TEAD-Gal4/YAP UAS-luciferase luminescence; inhibition, % at 9.12 µM; 640,000 compounds, 1.4% hits; AID 1259422; in the data active = inhibition above about 32%;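 note: 0% = median of test compound wells and 100% = reference inhibitor wells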
# MITF primary – blocks human microphthalmia-associated transcription factor; O75030; AlphaScreen MITF homodimerization, bead proximity signal; inhibition, % at 2.6 µM; 650,000 compounds, 0.91% hits; AID 1259374; in the data active = inhibition above about 50%;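 note: 0% = vehicle wells with protein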
# Active calls of the source: *; & = joins results of further samples.
mol	GPR151 activ	FBW7 activator	MITF primary	TEAD-YAP inh
COc1ccc(C(=O)N(C)Cc2sccc2C)cc1OC1CCN(C(C)C)CC1	-0.1	0.1	11	-9
CCOC(=O)c1cnc2c(c(C)nn2-c2ccc(Cl)cc2)c1NCCN1CCOCC1	-0.7	-0.1	-2	3
COCCn1c(=NC(=O)c2cccc(OC)c2OC)sc2cc(F)ccc21	-1.2	0.1	17	-12
CCOC(=O)c1c(NC(=O)C2CC=CCC2C(=O)O)sc2c1CCCC2 (configuration not stated)	-2.1	0.0	10	0
COc1ccc(C(=O)/C=C(\C)Nc2cccc(C)c2)cc1	3.0	0.0	23	5
CC(=O)C(=C/C=C/c1ccccc1)C(C)=O	-1.0	0.4	-2	-8
Brc1cccc(Oc2nnnn2-c2ccccc2)c1	-0.8	0.1	-7	6
COc1ccc(CN2CCC3(CC2)CC3C(=O)N2CCN(Cc3ccccc3)CC2)cc1C (configuration not stated)	-0.6	0.0	5	3
Cc1ccc(C(=O)NC2CCS(=O)(=O)C2)cc1[N+](=O)[O-] (configuration not stated)	0.6	-0.1	7	-1
COc1ccc(OC)c(-n2c(=S)[nH]c3cc(C(=O)Nc4cc(C)cc(C)c4)ccc3c2=O)c1	0.6	0.1	12	-5
C=CCNC(=O)c1cc(S(=O)(=O)N2CCCC(C)C2)ccc1F (configuration not stated)	0.4	0.0	0	5
CC12CCC(C/C1=N/N=C/c1ccc3c(c1)OCO3)C2(C)C (configuration not stated)	-1.5	0.0	1	-4
Cc1cc2cc(C#N)c(NCCCNC(=O)c3cccnc3)nc2cc1C	3.6	0.2	-10	-2
CCOC(=O)C(NNS(=O)(=O)c1ccc(C)cc1)(NC(=O)c1ccccc1F)C(F)(F)F (configuration not stated)	-0.6	-0.1	-2	-4
COCc1c(C(=O)N/N=C/c2c[nH]c3ccccc23)nnn1-c1nonc1N	3.1	0.0	4	11
O=C1OC(c2ccc(Br)o2)=N/C1=C\c1ccc(Cl)cc1	0.3	-0.2	3	16
COc1ccc(C2(C(=O)Nc3ccc(C(=O)NCc4ccco4)cc3)CCOCC2)cc1	4.1	0.2	15	8
COC(=O)c1ccccc1N1C(=O)c2ccc(-c3nc4ccccc4c(=O)o3)cc2C1=O	3.1	-0.1	3	3
O=C(Nc1ccc(Oc2ccc3ccccc3c2Cl)c(Cl)c1)c1ccc2c(c1)OCO2	2.1	-0.1	2	1
CC(=O)N(CN1C(=O)C2C3C=CC(C3)C2C1=O)c1ccc(C)cc1 (configuration not stated)	0.5	0.0	-21	1
Cn1c2c(c(=O)n(C)c1=O)CN(CCN1CCN(c3ccccc3)CC1)CN2	-0.5	-0.2	3	-1
CC(=O)Nc1cc2[nH]c(C)nc2nc1C	1.0	0.0	-11	1
COC(=O)c1c(NC(=O)/C(C#N)=C/c2cccs2)sc2c1CCCC2	-2.0	0.1	6	3
CSc1nc2sc3c(c2c(=O)n1-c1ccccc1)CCCCC3	-0.1	0.1	3	-5
O=C1NC2(CCN(CC(=O)N3CCCCC3)CC2)Nc2ccccc21	0.0	-0.1	-1	-3
CCCc1[nH]n(-c2nc3ccccc3s2)c(=O)c1C(C)=Nc1cc(Cl)ccc1O	-1.0	0.0	16	-5
CCCCCOc1ccc2c3c(c(=O)oc2c1)CCC3	1.3	0.1	-6	-7
Cc1ccsc1/C=C1\SC(=S)N(CC(=O)O)C1=O	-2.1	0.1	3	2
CCOc1ccc(C(CC(=O)O)N2Cc3ccccc3C2=O)cc1OC (configuration not stated)	-0.7	-0.1	-8	0
COc1ccccc1-n1c(CNC(=O)c2ccc(C)c(C)c2)n[nH]c1=S	1.3	-0.1	-4	3

# Given with values under each structure: entries from further up.
# Order of results: GPR151 activ	FBW7 activator	MITF primary	TEAD-YAP inh
O=C(Nc1ccc(Oc2ccc3ccccc3c2Cl)c(Cl)c1)c1ccc2c(c1)OCO2
→ 2.1	-0.1	2	1
CC(=O)N(CN1C(=O)C2C3C=CC(C3)C2C1=O)c1ccc(C)cc1 (configuration not stated)
→ 0.5	0.0	-21	1
Cn1c2c(c(=O)n(C)c1=O)CN(CCN1CCN(c3ccccc3)CC1)CN2
→ -0.5	-0.2	3	-1
CC(=O)Nc1cc2[nH]c(C)nc2nc1C
→ 1.0	0.0	-11	1
COC(=O)c1c(NC(=O)/C(C#N)=C/c2cccs2)sc2c1CCCC2
→ -2.0	0.1	6	3

# The listing continues.
mol	GPR151 activ	FBW7 activator	MITF primary	TEAD-YAP inh
Nc1sc2c(c1C(=O)Nc1ccc(Br)cc1)CCC2	0.5	0.2	-12	8
COc1ccc(CC(=O)Nc2ccc(S(=O)(=O)NCC3CCCO3)cc2)cc1 (configuration not stated)	0.9	0.0	6	24
COc1ccc(-c2ccc(OCCN(C)C)nc2)cc1	0.7	-0.5	-10	-14
COc1ccc(Oc2nc(-c3cccnc3)nc3ccccc23)cc1	0.7	0.4	-3	0
CCOC(=O)c1c(-c2ccccc2)csc1NC=C(C#N)C#N	0.4	0.1	8	8
Cc1nc(OC(C)C)cc(N2CCN(S(=O)(=O)c3cccc(Cl)c3)CC2)n1	1.2	0.0	-3	11
CCc1ccc2c(c1)c1nnc(SCC(=O)N3CCCC3)nc1n2C	0.3	0.0	-4	-2
Cc1ccc(N2C(=O)C3C4C=CC(C5CC45)C3C2=O)c([N+](=O)[O-])c1 (configuration not stated)	0.0	-0.1	6	-1
Nc1ccc(C(=O)NCc2ccccc2)cc1	0.6	0.0	-10	-11
Cn1c(=O)c2c(nc(SCC(=O)O)n2Cc2ccc(Cl)cc2Cl)n(C)c1=O	1.0	0.0	-3	3
COc1cc(Br)cc(/C=C2/NC(=O)N(c3cccc(Cl)c3)C2=O)c1O	-0.3	0.0	14	6
CC(=O)Nc1cc(C(=O)N2CCCC2)ccc1Sc1ccc(Cl)cc1	1.2	-0.1	7	16
Cc1cc(C)c2c(N)c(C(=O)c3ccc(O)cc3)sc2n1	-0.3	0.1	14	-30
Cc1cc(C)c2c(N)c(C(=O)c3ccc4c(c3)OCO4)sc2n1	-1.4	0.2	-1	-6
O=C(CN1C(=O)COc2ccccc21)N(Cc1cccnc1)Cc1cccc(F)c1	0.1	0.4	-5	6

# Reformatted as labelled records: four of the compounds above.
compound: CC(=O)Nc1cc(C(=O)N2CCCC2)ccc1Sc1ccc(Cl)cc1
  GPR151 activ: 1.2 | FBW7 activator: -0.1 | MITF primary: 7 | TEAD-YAP inh: 16
compound: Cc1cc(C)c2c(N)c(C(=O)c3ccc(O)cc3)sc2n1
  GPR151 activ: -0.3 | FBW7 activator: 0.1 | MITF primary: 14 | TEAD-YAP inh: -30
compound: Cc1cc(C)c2c(N)c(C(=O)c3ccc4c(c3)OCO4)sc2n1
  GPR151 activ: -1.4 | FBW7 activator: 0.2 | MITF primary: -1 | TEAD-YAP inh: -6
compound: O=C(CN1C(=O)COc2ccccc21)N(Cc1cccnc1)Cc1cccc(F)c1
  GPR151 activ: 0.1 | FBW7 activator: 0.4 | MITF primary: -5 | TEAD-YAP inh: 6

# (list continues)
mol	GPR151 activ	FBW7 activator	MITF primary	TEAD-YAP inh
Cc1nc2ccccc2n1CC(O)COc1ccc(N)cc1 (configuration not stated)	-0.1	-0.1	6	11
O=C(c1ccc(S(=O)(=O)c2ccccc2)cc1)N1CCCN(C(=O)c2ccc(S(=O)(=O)c3ccccc3)cc2)CC1	-0.1	-0.1	-9	-11
O=C(NC(c1ccc(Cl)cc1)c1ccc2cccnc2c1O)c1ccccc1 (configuration not stated)	-0.1	-1.3	17	75*
Cc1cccc(N2N=C(C(=O)NNC(=O)Cc3nc4ccccc4n3C)CCC2=O)c1	0.6	-0.5	-6	-3
Cc1cccc(-n2nnc3c(=O)n(CC(=O)Nc4cc(C)on4)cnc32)c1	-1.8	0.1	-10	1
C/C(N)=C(/C#N)C(=O)CSc1nnc(N)s1	1.6	-0.1	4	-1
O=C(Cn1cnc2scc(-c3ccccc3)c2c1=O)Nc1ccc(F)cc1Cl	-0.8	0.2	13	8
COCC1CCCN(Cc2ccc3c(c2)CN(C(=O)c2cnc(C)cn2)CCO3)C1 (configuration not stated)	-0.1	0.1	9	2
CC(C)CC(=O)Nc1ccc(C(=O)CN2C(=O)NC3(CC(C)CC(C)(C)C3)C2=O)cc1 (configuration not stated)	-0.3	0.0	-4	-16
Fc1ccc(C2CC(c3ccc(Cl)cc3)=NN2c2ccc(Cl)cc2Cl)cc1 (configuration not stated)	0.9	0.3	6	0
O=C(O)CNC(=S)N(Cc1cccs1)C1CCCC1	1.3&0.3	-0.2&0.1	-4&13	-8&9
COC(=O)N(C)c1nc2ccccc2s1	5.1*	0.2	72*	-20
Cc1ccc([N+](=O)[O-])c2c1NC(c1ccc(Br)cc1)C1CC=CC21 (configuration not stated)	1.0	-0.1	9	-1
COc1ccc(C2C(C(=O)Nc3ccc(C(F)(F)F)cc3)c3ccccc3C(=O)N2C)cc1 (configuration not stated)	-0.1	0.2	15	13
COc1ccc(OC)c(-n2c(SCC(=O)N3CCc4ccccc43)nc3c(c2=O)SCC3)c1	-0.3	0.3	16	2

# Reprinted from the results shown (two entries):
mol	GPR151 activ	FBW7 activator	MITF primary	TEAD-YAP inh
Cc1nc2ccccc2n1CC(O)COc1ccc(N)cc1 (configuration not stated)	-0.1	-0.1	6	11
O=C(c1ccc(S(=O)(=O)c2ccccc2)cc1)N1CCCN(C(=O)c2ccc(S(=O)(=O)c3ccccc3)cc2)CC1	-0.1	-0.1	-9	-11

# Next section
mol	GPR151 activ	FBW7 activator	MITF primary	TEAD-YAP inh
Cc1ccc(/C=C(\C#N)C(=O)NCc2cccs2)o1	-0.4	0.0	17	-28
CC(C)C(=O)NCCNc1nc2c(c(=O)n(C)c(=O)n2C)n1Cc1ccc(Cl)cc1	-1.0	0.1	9	8
COc1cccc(NC(=S)NCC(OC)OC)c1	-0.5	0.0	-2	-17
COc1ccc(C2C(C(C)=O)=C(O)C(=O)N2CC(=O)O)cc1OC (configuration not stated)	0.7	0.1	12	2
O=C1C(=O)N(Cc2nc3ccccc3s2)C(=O)N1Cc1ccco1	-0.9	0.1	2	5
CCOc1ccc(C2NC(=O)NC(C)=C2C(=O)OCCc2ccccc2)cc1 (configuration not stated)	-0.1	-0.1	8	7
CC1(c2ccc(S(=O)(=O)NCC(=O)O)cc2)NC(=O)NC1=O (configuration not stated)	-0.8	-0.2	-8	4
COc1ccc(/C=C\C(=O)Nc2c3c(nn2-c2cccc(Cl)c2)CSC3)cc1OC	-0.3	-0.1	-9	-13
COc1ccccc1N=C1SC(C(=O)Nc2cccc(C(=O)O)c2)CC(=O)N1C (configuration not stated)	0.5	0.0	-3	-4
C=CCN(CC=C)C(=O)CC1C(=O)NCCN1Cc1cccc(C(F)(F)F)c1 (configuration not stated)	-1.3	0.2	18	-13
CCCCOc1ccc(-c2nc3cc(Cl)ccc3c(=O)o2)cc1	-0.4	0.0	4	1
Cc1ccc(C2CC(=O)NC(SCC(=O)Nc3ccc(Br)cc3)=C2C#N)o1 (configuration not stated)	-0.2	-0.1	8	9
O=S1(=O)N=C(c2ccc(Cl)c(Cl)c2)Nc2ccccc21	0.7	0.2	0	-6
O=C(Nc1cccc(Cl)c1N1CCN(Cc2cccs2)CC1)c1ccc(Br)o1	-0.8	0.1	3	-4
CCN1CCN(CC(=O)Nc2ccc(C)c(Br)c2)CC1	3.5	0.8	35	-2
CC1=C(C(=O)Nc2ccccc2C)C(c2ccc(C(C)C)cc2)NC(=O)N1 (configuration not stated)	-0.4	-0.3	-2	3
CCN(CC)C(=O)CN1CCC(n2c(C3CC3)nc3sc(C)c(C)c3c2=O)CC1	-0.2	-0.2	6	-3
O=C(COC(=O)c1cc(-c2ccccc2)nc2ccccc12)c1ccccc1	1.6	0.0	-9	-10
Cc1ccccc1/C=N/NC(=O)CCn1nnc2ccccc21	-0.5	0.2	14	8
CCN1C(=O)CC(C(=O)Nc2ccc(Br)cc2)SC1=Nc1cccc(F)c1 (configuration not stated)	2.2	0.2	-13	5
Cc1cccc(N2CC(O)(c3ccc([N+](=O)[O-])cc3)[N+]3=C2SCCC3)c1 (configuration not stated)	-2.6	-0.1	4	-1
CC(=O)NCCN1C(=O)C(=O)/C(=C(\O)c2ccc(Cl)cc2)C1c1ccc([N+](=O)[O-])cc1 (configuration not stated)	0.5	-0.1	14	15
Cc1cc2cc(CNC(=O)c3ccc(Br)cc3)ccc2[nH]1	0.8	0.2	13	4
COCCCN(C(=O)C1CCCC1)c1c(N)n(Cc2ccccc2)c(=O)[nH]c1=O	0.7	0.0	0	-1
CCCOc1ccc(/C=C/c2c([N+](=O)[O-])c(=O)n(C)c(=O)n2C)cc1	0.3	0.1	11	12
COc1cc(/C=C2/C(=N)N3N=C(Cc4ccccc4)SC3=NC2=O)ccc1OCCOc1cccc(C)c1	0.5	-0.1	-2	1
CCC(Nc1nc2nonc2nc1NCCOC)c1ccc(F)cc1 (configuration not stated)	-1.6	-0.1	1	10
CCc1c(Cc2[nH]c(C)c(C(C)=O)c2C)[nH]c(C(=O)O)c1C	-1.8	15*	-146	8
CCn1c(=O)n(CC)c2cc(S(N)(=O)=O)c(C)cc21	1.2	-0.1	-10	-5
CCN1CCN(C(=O)CN(C)c2nnc(N3CCCC3=O)s2)CC1	1.4	0.1	-11	-8
Nc1ccc(OCC(O)C[n+]2ccc(CCS(=O)(=O)O)cc2)cc1 (configuration not stated)	-0.3	-0.1	4	-6
O=C(Nc1ccccc1Sc1ncnc2sc3c(c12)CCCC3)c1ccco1	0.8	0.0	5	7

# Outcome played no part in choosing rows; about 3.5% have a hit in one of these screens.
